mouse IAP activators: activators of mouse IAP, confirmation, biochemical, luminescence, single concentration (AID 434970); purified mouse IAP, CDP-Star luminescence, 30 min; hits give low values; activity change, negative = activation, % at 10 µM; actives 2.9% (n = 11,000); in the data active means activity change below about -85%;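 further: percent relative to enzyme plus DMSO wells and wells without enzyme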
mouse IAP activators Fold change: further read-out of mouse IAP activators, marked with its call; activation factor; measured here: IAP activation factor; hits give high values;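 fold luminescence change scaled to plate control wells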
* = called active by the depositor. The list is partial (hit frequency here may not be typical).

| Molecule | mouse IAP activators | mouse IAP activators Fold change |
| --- | --- | --- |
| COc1ccc(-n2c(COc3cccc(C)c3)nnc2SCC(=O)NCc2ccco2)cc1 | 1 | 0.99 |
| O=C(NC(=S)NCCN1CCOCC1)c1ccccc1Cl | 8 | 0.92 |
| CCC1CCCCN1C(=O)Cn1c(=O)oc2ccccc21 (stereo not drawn) | 8 | 0.92 |
| NS(=O)(=O)c1ccc(Nc2nc(-c3ccc(O)cc3O)cs2)cc1 | 60 | 0.4 |
| COc1ccc2c(c1OC)C(=O)N(c1ccc(C)c(C)c1)C2=O | 2 | 0.98 |
| Cc1ccc(N2CSC3=C(C#N)C(c4cccs4)CC(=O)N3C2)cc1 (stereo not drawn) | 46 | 0.54 |
| COCCCNC(=O)C[C@H]1C[C@H](C(=O)N(C(C)C)C(C)C)[C@@]2(C)c3[nH]c4cc(-c5ccco5)ccc4c3CCN2C1=O | -2 | 1 |
| Cc1cc(OCC(=O)NCCN2CCOCC2)ccc1Br | -7 | 1.1 |
| CCCOC(=O)c1ccc(NS(=O)(=O)c2cccs2)cc1 | -3 | 1 |
| Cc1csc(SCC(=O)N2CCN(S(=O)(=O)c3ccccc3)CC2)n1 | 8 | 0.92 |
| NC(=O)CSc1nnc(-c2cccnc2)n1CCc1ccccc1 | 4 | 0.96 |
| O=C1CC(N2CCN(c3ccccn3)CC2)C(=O)N1CC(c1ccccc1)c1ccccc1 (stereo not drawn) | 6 | 0.94 |
| CCCOc1ccc(Oc2cc(C)nc(SC)n2)nn1 | -1 | 1 |
| CCOC(=O)c1c(NC(=O)OC)sc(C(=O)N(CC)CC)c1C | 0 | 1 |
| COc1ccc(Cl)cc1N1Cc2ccccc2C1 | 2 | 0.98 |
| Cc1cccc2cc(C#N)c(N3CCCC3)nc12 | 4 | 0.96 |
| O=C(Nc1ccc(F)cc1)Nc1ccccc1N1CCCCC1 | -58 | 1.6 |
| COc1cc(OC)c2c(-c3cccc(-c4ccc(OC)c(F)c4)c3)cc(=O)oc2c1 | 9 | 0.91 |
| FC(F)(F)c1cnc(Oc2ccc(-c3nnco3)cc2)c(Cl)c1 | 2 | 0.98 |
| CN1/C(=C\C=Nc2ccc3ccccc3c2)C(C)(C)c2ccccc21 | 4 | 0.96 |
| O=C(COc1cccc2ccccc12)N/N=C/c1ccc(Sc2nc3ccccc3s2)o1 | 10 | 0.9 |
| Cc1nc(-c2ccccc2)nc2[nH]c(-c3ccccc3)cc(=O)c12 | 5 | 0.95 |
| Cn1nnc(NC(=O)c2ccc(C(C)(C)C)cc2)n1 | 3 | 0.97 |
| CCOC(=O)c1nn(-c2ccc(C)c(C)c2)c(=O)c2c(N)scc12 | 20 | 0.8 |
| COc1ccc(C(=O)COC(=O)C(C(C)C)N2C(=O)C3C4C=CC(C4)C3C2=O)cc1 (stereo not drawn) | -7 | 1.1 |
| CCc1nnc(NC(=O)C2CCCN2C(=O)Nc2ccccc2OC)s1 (stereo not drawn) | -12 | 1.1 |
| CCN1C[C@@H]2[C@@H]3C(=O)N(C)C(=O)[C@@H]3[C@](Cc3ccccc3)(C(=O)OC)N2C1=NC1CCCCC1 | -5 | 1 |
| CCN(CC)S(=O)(=O)c1csc(C(=O)NCc2ccccc2)c1 | 4 | 0.96 |
| Cc1ccc(S(=O)(=O)N2C[C@@H]3[C@H]4CC[C@H](C4)[C@@H]3[C@@H](C)[C@@H]2c2cccn2Cc2ccccc2)cc1 | -7 | 1.1 |
| Cn1cccc1/C=C1\CCC/C(=C\c2cccn2C)C1=O | -7 | 1.1 |
| CCSc1nc2c(sc3nc(C)cc(C)c32)c(=O)[nH]1 | -9 | 1.1 |
| CCC(C)N(C(=O)C(F)(F)F)C(C(=O)NC1CCCCC1)c1ccncc1 (stereo not drawn) | -4 | 1 |
| CC(=O)NN1C(=O)/C(=C/c2ccc(Br)o2)SC1=S | 75 | 0.25 |
| O=C(NC1CCCCCCC1)c1cnccn1 | 3 | 0.97 |
| CCOC(=O)c1[nH]c2ccc(OC)cc2c1NC(=O)c1ccc2c(c1)OCO2 | -6 | 1.1 |
| Cc1nc2cc(S(=O)(=O)C(F)(F)F)ccc2s1 | 8 | 0.92 |
| O=C(c1ccccc1)N1CCN(CC(O)COCC2CC=CCC2)CC1 (stereo not drawn) | 10 | 0.9 |
| N#CC1=C(N)S[C@@H](C(=O)c2ccc(F)cc2)[C@@H]1c1cccs1 | 20 | 0.8 |
| O=C(Nn1cnnc1)c1ccncc1 | -6 | 1.1 |
| CCSC1=NC2(CCCCC2)Nc2sc3c(c21)CCCC3 | 11 | 0.89 |
| COC(=O)CSc1nnc(-c2ccccc2OC)n1-c1ccc(C)cc1 | -4 | 1 |
| Cc1ccc(CN2C(=O)C[C@@H](NC(=O)OCC3c4ccccc4-c4ccccc43)C/C=C\C2c2ccc(C)cc2)cc1 (stereo partly drawn) | 3 | 0.97 |
| COc1ccccc1C(=O)N1CCN=C1SC | 6 | 0.94 |
| O=C(NCCCn1ccnc1)/C(=C/c1ccco1)NC(=O)c1ccccc1 | 4 | 0.96 |
| COc1ccc2oc(=O)c(C(=O)N3CCc4ccccc43)cc2c1 | -6 | 1.1 |
| Cc1ccc(C)n1-c1cccc(C(=O)O)c1 | 20 | 0.8 |
| Cc1c(NC(=O)c2ccc3ncccc3c2)c(=O)n(-c2ccccc2)n1C | -5 | 1.1 |
| CCN(CC)C(=O)CSC1=Nc2ccccc2C2=NC(Cc3c[nH]c4ccccc34)C(=O)N12 (stereo not drawn) | 7 | 0.93 |
| CCn1c2ccccc2c2nn(C)c(=N)nc21 | 5 | 0.95 |
| O=C(O)CCCCCNS(=O)(=O)c1cccc2nsnc12 | -2 | 1 |

Rewritten with values under each structure: entries from further up.
Every second line gives: mouse IAP activators, mouse IAP activators Fold change
CCSc1nc2c(sc3nc(C)cc(C)c32)c(=O)[nH]1
 : -9, 1.1
Cc1ccc(CN2C(=O)C[C@@H](NC(=O)OCC3c4ccccc4-c4ccccc43)C/C=C\C2c2ccc(C)cc2)cc1 (stereo partly drawn)
 : 3, 0.97
CCn1c2ccccc2c2nn(C)c(=N)nc21
 : 5, 0.95
CCN(CC)C(=O)CSC1=Nc2ccccc2C2=NC(Cc3c[nH]c4ccccc34)C(=O)N12 (stereo not drawn)
 : 7, 0.93

Other structures
| Molecule | mouse IAP activators | mouse IAP activators Fold change |
| --- | --- | --- |
| COc1ccc(NC(=O)CCCNS(=O)(=O)c2cccs2)cc1 | 9 | 0.91 |
| O=C(COC(=O)CCc1c[nH]c(=O)[nH]1)Nc1ccccc1 | 6 | 0.94 |
| Cn1c(CCN2CCCCCC2)nc2cc(NC(=O)Nc3ccccc3)ccc21 | -88 | 1.9 |
| CCOC(=O)C1CCN(C(=O)Cc2c(C(=O)O)n(C)c3ccccc23)CC1 | -9 | 1.1 |
| O=C(CSc1nnc(Cn2nnc3ccccc32)o1)Nc1ccc(Cl)cc1 | 2 | 0.98 |
| Cc1ccc(C)c(Cn2c(=O)n(CCCC(=O)NCc3ccco3)c(=O)c3sccc32)c1 | -6 | 1.1 |
| Cc1ccc(C)c(C(=O)CSc2nnnn2C(C)C)c1 | -10 | 1.1 |
| COc1ccc(-c2noc(CCC(=O)N3CCN(c4ccccc4C(F)(F)F)CC3)n2)cc1 | 1 | 0.99 |
| COc1ccc(N(C)C(=O)CCS(=O)(=O)c2cccc3nonc23)c(OC)c1 | -7 | 1.1 |
| O=C(Cc1cccs1)NCCSc1c(-c2ccc(Cl)cc2)[nH]c2ccccc12 | -42 | 1.4 |
| COc1ccc(-n2cnnc2SCc2ncc(-c3ccccc3)o2)cc1 | -4 | 1 |
| CCOC(=O)Cc1csc(NC(=O)COc2ccc(N(C)S(=O)(=O)c3ccc(C)cc3)cc2)n1 | 4 | 0.96 |
| CCOC(=O)c1c(C)[nH]c(C(=O)COC(=O)C2CC(=O)N(Cc3ccccc3)C2)c1C (stereo not drawn) | 4 | 0.96 |
| Cc1cccc(C)c1OC(=O)CN(c1ccc(Cl)cc1)S(C)(=O)=O | 2 | 0.98 |
| CCOC(=O)c1cnn(-c2ccc(C)cc2)c1N | 4 | 0.96 |
| Cc1nnc(SCC(=O)Nc2cc(C(F)(F)F)ccc2N2CCOCC2)o1 | 8 | 0.92 |
| CC(=O)NC1(C(F)(F)F)C(=O)NC(C)=C1C#N (stereo not drawn) | -6 | 1.1 |
| COCCOC(=O)C1=C(N)OC2=C(C(=O)CC(C)(C)C2)C1c1cccnc1 (stereo not drawn) | -6 | 1.1 |
| S=c1[nH]nc(-c2ccc(Cl)cc2)n1/N=C/C=C/c1ccco1 | 58 | 0.41 |
| C=C(C)Cc1c(C)c(C#N)c2nc3ccccc3n2c1N1CCCCC1 | -16 | 1.2 |
| Cc1ccc(-c2nnc3c4ccccc4c(C)nn23)cc1S(=O)(=O)N1CCN(CCO)CC1 | 2 | 0.98 |
| Cc1ccc2nc(NC(=O)CN(C)S(=O)(=O)c3cccc4nsnc34)sc2c1 | 0 | 1 |
| CC(C)Cn1cc(C(=O)NCCCOC(C)C)c2c3ccccc3n(C)c2c1=O | 6 | 0.94 |
| CCOc1ccc(NC(=O)c2ccccc2CO)cc1 | -8 | 1.1 |
| COc1ccc(OC)c(NC(=O)c2cc(-c3ccc(C)cc3O)n[nH]2)c1 | 5 | 0.95 |

Complete entries, looked up by structure. Values in the order: mouse IAP activators	mouse IAP activators Fold change
CC(C)Cn1cc(C(=O)NCCCOC(C)C)c2c3ccccc3n(C)c2c1=O is entered as 6	0.94
CCOC(=O)C1CCN(C(=O)Cc2c(C(=O)O)n(C)c3ccccc23)CC1 is entered as -9	1.1

(listing goes on)
| Molecule | mouse IAP activators | mouse IAP activators Fold change |
| --- | --- | --- |
| O=C(Oc1ccc2c(c1)OCO2)c1cc2c(s1)CCC2 | 10 | 0.9 |
| Cc1ccc(S(=O)(=O)N(CC(=O)Nc2cccc(N(C)S(C)(=O)=O)c2)c2ccc(Cl)c(Cl)c2)cc1 | -73 | 1.7 |
| CSc1ccc(CCNC(=O)c2cc(-c3ccccc3)c(N3CCOCC3)s2)cc1 | -78 | 1.8 |
| CC[C@]12c3[nH]c4ccc(OC)cc4c3CCN1C(=O)C(CC(=O)NC(C)(C)C)C[C@@H]2C(=O)N1CCN(C(=O)c2ccco2)CC1 (stereo partly drawn) | 0 | 1 |
| Cc1nn(C)c(C)c1CN(C)C(=O)C1c2ccccc2Oc2ccccc21 | 3 | 0.97 |
| Cc1cc(F)ccc1S(=O)(=O)Nc1ccc(O)c(Sc2ncn[nH]2)c1 | 66 | 0.34 |
| O=C(c1ccccn1)N(Cc1ccco1)C1(C(=O)NC2CCCC2)CCCCC1 | -10 | 1.1 |
| Cc1c(CCOC(=O)CC23CC4CC(CC(C4)C2)C3)sc[n+]1Cc1ccccc1 | 19 | 0.81 |
| CC(Sc1nc2ccccc2n1C)C(=O)NC(c1ccccc1)c1ccccc1 (stereo not drawn) | 2 | 0.98 |
| Nc1nc(SCC(=O)Nc2ccccc2Sc2ccc(Cl)cc2)n[nH]1 | 7 | 0.93 |
| COc1ccc(C2/C=C\CC(NS(=O)(=O)c3ccc(C)cc3)CC(=O)N2Cc2ccccc2F)cc1 (stereo not drawn) | -18 | 1.2 |
| Cc1cc(C)c2nc(C(F)(F)F)nc(N3CCN(C(=O)c4ccco4)CC3)c2c1 | -6 | 1.1 |
| O=C(NCN1CCN(CCO)CC1)c1cnccn1 | -17 | 1.2 |
| CCN1C(=O)[C@H]2[C@H]3CN=C(SCc4ccc(C(=O)OC)cc4)N3[C@@](C)(C(=O)OC)[C@H]2C1=O | 1 | 0.99 |
| Cc1ccc(C2=CSC3=NS(=O)(=O)CCN23)cc1C | -4 | 1 |
| CNC(=O)CSc1nnnn1-c1cc(C)ccc1C | -2 | 1 |
| O=C(Nc1ccc(Cl)c(Cl)c1)Nc1ccc(Br)cc1F | -124* | 2.2* |
| O=C(O)/C=C/c1ccc(O)c(O)c1 | 56 | 0.44 |
| OCCn1c(SC2CCCCC2)nc2ccccc21 | 12 | 0.88 |
| Cc1c(Cl)cccc1N(CC(=O)NC1CCCCC1)S(C)(=O)=O | -2 | 1 |
| O=C(COC(=O)c1ccc2c(c1)OCO2)NCc1ccc(Cl)cc1 | 12 | 0.88 |
| COc1ccc(-c2noc(CCC(=O)N3CCN(c4cccc(C)c4C)CC3)n2)cc1 | 1 | 0.99 |
| CC(=O)c1c(C)[nH]c(C(=O)OCC(=O)Nc2cc(C)on2)c1C | 5 | 0.95 |
| Cc1ccc(NS(=O)(=O)c2ccc(C(=O)N3CCCN(C)CC3)cc2)cc1 | -4 | 1 |
| CCN=C1SC(CC(=O)NC(C)C)C(=O)N1CC (stereo not drawn) | 12 | 0.89 |
| Cc1cc(C)cc(NC(=O)NCC2CCN(Cc3cc(C)ccc3C)CC2)c1 | -132* | 2.3* |
| S=C(c1nc2ccccc2[nH]1)N1CCOCC1 | 26 | 0.74 |
| CCCC(=O)OCCn1c(Br)nc2c1c(=O)[nH]c(=O)n2C | -6 | 1.1 |
| CCOCc1nnc(NC(=O)CSc2ccc(C)cc2)s1 | 7 | 0.93 |
| Cc1nc(N)sc1-c1csc(Nc2cccc(C(=O)O)c2)n1 | 54 | 0.46 |
| CCCn1c(SCC(=O)N2c3ccccc3CCc3ccccc32)nc2c1c(=O)n(C)c(=O)n2C | 2 | 0.98 |
| COc1ccccc1N1CCN(C(=O)/C=C/c2ccccc2)CC1 | 5 | 0.95 |
| Cc1ccc(S(=O)(=O)Nc2cccc(/C=C/C(=O)O)c2)cc1 | 6 | 0.94 |
| Cc1cc2oc(=O)cc(-c3ccccc3)c2c(C)c1-c1ccc(N(C)C)cc1 | 11 | 0.89 |
| O=C(N/N=C/c1cccnc1)c1cc(O)c(O)c(O)c1 | 58 | 0.42 |
| CCCCNC(=O)C(C)N(CCN(C)C)C(=O)CCCN1C(=O)NC(c2ccc([N+](=O)[O-])cc2)C(C(=O)OCc2ccccc2)=C1C (stereo not drawn) | 10 | 0.9 |
| Cc1cc(-c2nc3c4c5c(sc4[nH]c(=O)n3n2)CCC5)c(C)o1 | 66 | 0.34 |
| CN(Cc1cnn(C)c1)C(=O)c1sc2cccc(Cl)c2c1Cl | 0 | 1 |
| CCOC(=O)c1sc(N=NC2=C(O)CCCC2=O)c(C(=O)OCC)c1C | 21 | 0.79 |
| CC[C@]12c3[nH]c4ccc(Cl)cc4c3CCN1C(=O)[C@@H](CC(=O)NCc1ccco1)C[C@@H]2C(=O)N1CCN(C(=O)c2ccco2)CC1 | -6 | 1.1 |

Assay outcomes as filed in PubChem.
